Bioassay records (PubChem)
LEDGF integ inh: blockers of LEDGF/p75-dependent integrase strand transfer – biochemical, TR-FRET, high throughput, primary screen | inhibition, % at 3.7 µM | hit rate 0.64% among 370,000 | AID 743269, 2014 | TR-FRET IN-LEDGF/p75 DNA integration, Eu/Cy5;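 active = inhibition above the screen-wide mean plus 3 SD, cut at about 13% in these data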;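 note: signal is the Cy5 over europium emission ratio at 671 and 618 nm; 0% = plate median of compound wells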
PRMT1 FP inh: PRMT1 methyltransferase inhibitors, primary screen, biochemical, fluorescence polarization; AID 652257, 2013; inhibition, % at 2.79 µM; recombinant PRMT1, activity-based probe fluorescence polarization; Protein arginine N-methyltransferase 1 (Homo sapiens), Q99873; hit rate 1.3% among 370,000;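 active = inhibition above about 21% made by adding two undisclosed values, limit read from the data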
proKLK7 act: proKLK7 zymogen activators, primary screen, biochemical, fluorescence intensity. Kallikrein-7 (Homo sapiens), P49862. purified proKLK7, EDANS-DABCYL substrate fluorescence; 100% is mature enzyme control, 0% vehicle. activation, % at 7 µM. hit rate 0.9% among 370,000;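 active = activation above the mean of all tested compounds plus 3 SD, computed per campaign excluding outliers beyond control limits, cut at about 13% in these data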
TDP2 inh: human TDP2 enzyme inhibitors, primary screen, biochemical, epi absorbance, recombinant enzyme; Tyrosyl-DNA phosphodiesterase 2 (Homo sapiens), O95551; T5PNP hydrolysis, p-nitrophenol absorbance 415 nm; inhibition, % at 12.8 µM; hit rate 0.34% among 370,000; AID 720702, 2013;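 active = inhibition above the mean of all tested compounds plus 3 SD, set per campaign, cut at about 25% in these data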;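 note: 0% = DMSO with enzyme and 100% = buffer with substrate but no TDP2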
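Material: recombinant human TDP2; quantity: TDP2 enzyme at 120 nM final; medium: Tris-HCl pH 7.5 with MgCl2; compound: single concentration, 12.8 µM nominal, with 1% DMSO; incubation: 2 h enzyme incubation at 37 °C; signal: epi absorbance; measure: percent inhibition; benchmarks: high control without enzyme, low control DMSO plus TDP2; repeats: singlicate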
TCR-CD3 inh: inhibitors of human TCR-CD3 interaction, primary screen, biochemical, fluorescence, TAMRA-labeled TCR probe; inhibition, % at 9.4 µM; T-cell receptor (TCR); hit rate 0.37% among 360,000; in the data active = inhibition above about 19%;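 note: recombinant mutant TCR 2C K166C tagged with TAMRA read by polarization; 0% = receptor in buffer alone and 100% = receptor with positive control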
DDE Tn6 FP inh: inhibitors of Tn6 peptide binding to fibrin DD(E), primary screen, biochemical, fluorescence polarization, human fibrin, Tn6 probe | AID 720509, 2013 | hit rate 0.21% among 370,000 | Fibrin DD(E) TRITC-Tn6 fluorescence polarization displacement | Fibrinogen beta chain (Homo sapiens), P02675 | inhibition, % at 8.3 µM;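 active = inhibition above a per-campaign cutoff: mean of compounds within control limits plus 3 SD, cut at about 15% in these data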;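 note: 0% = median of all compound wells on the plate and 100% = blocking peptide control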
UHRF1 binding: UHRF1 methylated DNA binding inhibitors, primary screen, counter-screen for MBD2 inhibitor project, biochemical, TR-FRET, human UHRF1, single concentration | inhibition, % at 4.4 µM | UHRF1 binding to methylated oligo | E3 ubiquitin-protein ligase UHRF1 (Homo sapiens), Q96T88 | AID 687016, 2013 | hit rate 0.75% among 370,000; in the data active = inhibition above about 21%;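 note: UHRF1 SRA domain binding a hemimethylated CpG hairpin DNA probe; 0% = median of test compound wells and 100% = reference inhibitor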
SIAE primary: human SIAE inhibitors, primary screen, biochemical, fluorescence polarization, FP-Rh probe, 1536-well HTS; SIAE FP-Rh probe binding; hit rate 0.69% among 370,000; AID 1053197, 2014; Sialate O-acetylesterase (Homo sapiens), Q9HAT2; inhibition, % at 9.66 µM;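 active = inhibition above a cutoff: mean of compounds within the control limits plus 3 SD of those, cut at about 17% in these data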;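 note: 0% = plate median of compound wells and 100% = probe without SIAE protein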
Target sequence (Q9HAT2 whole entry, looked up): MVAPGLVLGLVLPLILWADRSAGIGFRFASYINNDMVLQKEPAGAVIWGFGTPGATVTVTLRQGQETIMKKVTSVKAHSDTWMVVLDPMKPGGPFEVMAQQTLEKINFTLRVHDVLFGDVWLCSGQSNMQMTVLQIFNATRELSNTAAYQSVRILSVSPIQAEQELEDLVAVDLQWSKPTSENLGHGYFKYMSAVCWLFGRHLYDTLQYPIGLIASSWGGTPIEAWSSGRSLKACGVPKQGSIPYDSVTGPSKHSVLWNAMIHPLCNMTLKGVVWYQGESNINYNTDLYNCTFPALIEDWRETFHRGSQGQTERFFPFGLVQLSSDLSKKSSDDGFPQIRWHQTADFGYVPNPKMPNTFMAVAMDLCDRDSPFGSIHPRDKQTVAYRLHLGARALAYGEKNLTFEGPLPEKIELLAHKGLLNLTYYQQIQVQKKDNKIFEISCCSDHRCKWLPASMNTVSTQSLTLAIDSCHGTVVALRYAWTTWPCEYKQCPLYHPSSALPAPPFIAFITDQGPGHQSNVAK
MBD2 inh: inhibitors of MBD2 binding to methylated DNA, primary screen, biochemical, TR-FRET, DNA-binding domain, human; MBD2 binding to methylated oligonucleotide; inhibition, % at 4.4 µM; AID 686964, 2013; hit rate 0.31% among 370,000; Methyl-CpG-binding domain protein 2 (Homo sapiens), Q9UBB5; in the data active = inhibition above about 13%
Target sequence (Q9UBB5 whole entry, looked up, the tested form may be a part): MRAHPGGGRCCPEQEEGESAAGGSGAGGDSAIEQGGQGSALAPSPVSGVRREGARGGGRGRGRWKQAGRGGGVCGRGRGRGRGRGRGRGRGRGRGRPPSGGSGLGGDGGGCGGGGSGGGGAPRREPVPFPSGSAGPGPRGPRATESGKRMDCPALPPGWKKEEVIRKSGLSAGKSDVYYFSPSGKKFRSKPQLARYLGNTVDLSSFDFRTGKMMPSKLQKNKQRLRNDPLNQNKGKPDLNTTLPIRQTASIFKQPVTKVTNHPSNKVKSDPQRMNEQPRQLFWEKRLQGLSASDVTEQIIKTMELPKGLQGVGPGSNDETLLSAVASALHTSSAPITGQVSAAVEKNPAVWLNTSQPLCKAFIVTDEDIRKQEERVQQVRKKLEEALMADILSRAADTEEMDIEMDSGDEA
DDE Tn7 FP inh: inhibitors of Tn7 peptide binding to fibrin DD(E), primary screen, biochemical, fluorescence polarization, human fibrin, Tn7 probe; hit rate 0.13% among 370,000; FP displacement of FITC-Tn7 peptide from fibrin DD(E); 0% = median of compound wells per plate; inhibition, % at 8.3 µM; Fibrinogen beta chain (Homo sapiens), P02675;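 active = inhibition above the mean of compounds falling within the control limits plus 3 SD of them, cut at about 14% in these data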;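 note: 0% = plate median of compound wells and 100% = 10 µM Aha-Tn7 peptide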
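assay system = human clot-derived fibrin DD(E) complex | quantity = Fibrin-DD(E) at 2 µM final | timing = 10 min preincubation, 3 h with tracer, room temperature | signal = fluorescence polarization | measure = percent inhibition | benchmarks = high control wells with 10 µM unlabelled Aha-Tn7 peptide (full inhibition) | replicates = singlicate testing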
* marks the source's active call; other numbers are inactive results; nt = no result given. The order is random, and some 4.6% of all compounds hit somewhere here.

#1 COCCn1c(SCC(=O)N2CC(=O)Nc3ccccc32)nc2ccccc21
#2 CCCCc1ccc(NC(=O)CSc2nc(=O)n(CCCN3CCOCC3)c3c2CCC3)cc1
#3 Cc1nc2ccccn2c1C(=O)NNC(=S)Nc1ccc(Cl)cc1
#4 CC(=O)c1cccc(NCC(=O)c2ccc(C)c([N+](=O)[O-])c2)c1
#5 COc1ccccc1NC(=O)COc1ccc(-c2nn(C)c(=O)c3ccccc23)cc1
#6 O=C(CSc1nnc(Cc2ccccc2)o1)Nc1ccc(N2CCOCC2)cc1
#7 O=C(O)c1cccc(-n2c(/C=C/c3cccc([N+](=O)[O-])c3)nc3ccccc3c2=O)c1
#8 COc1ccc(NC(=O)COC(=O)CN2C(=O)C3CCCCC3C2=O)cc1 (stereo unspecified)

Screen / compound no.,1,2,3,4,5,6,7,8
LEDGF integ inh,3,0,-1,4,-3,5,5,1
PRMT1 FP inh,-1,-2,-4,6,4,2,-2,7
proKLK7 act,0.0,1.3,0.8,-0.5,-0.5,-0.2,0.0,0.3
TDP2 inh,1,9,-3,-9,-10,-16,-8,-1
TCR-CD3 inh,-2,1,2,-7,-2,-5,4,-1
DDE Tn6 FP inh,4,-3,13,-8,-3,-2,1,-1
UHRF1 binding,5,-2,-5,0,0,5,0,3
SIAE primary,0,2,-2,2,-3,0,-4,-4
MBD2 inh,4,1,1,4,2,-2,0,4
DDE Tn7 FP inh,-6,-1,1,3,9,-4,0,-2

#9 CCNC(=O)C1(C)CCN1CCC(=O)c1ccc(Br)cc1 (stereo unspecified)
#10 O=[N+]([O-])c1cc2c(cc1CN1CCN(c3ccccc3F)CC1)OCO2
#11 Cc1nnc(NC(=O)c2ccc3c(c2)C(=O)N(CC2CCCO2)C3=O)s1 (stereo unspecified)
#12 CC1(C(=O)Nc2ccc(Cl)c(Cl)c2)CCN1Cc1ccccc1OC(F)F (stereo unspecified)
#13 Cc1cc(=O)cc(C)n1-c1ccc(Br)cc1
#14 Cc1ccc(S(=O)(=O)N(C)Cc2cc3ccccc3[nH]c2=O)cc1
#15 CCC(Oc1ccccc1)C(=O)Nc1ccccn1 (stereo unspecified)
#16 CC1(C)CC2(CCO1)C(Nc1ccccc1)=NC(=S)N2c1ccccc1 (stereo unspecified)

Screen / compound no.,9,10,11,12,13,14,15,16
LEDGF integ inh,-1,2,3,-3,2,3,3,-1
PRMT1 FP inh,7,0,-4,12,-2,-1,1,-3
proKLK7 act,0.8,-0.2,-0.1,-0.3,0.3,0.2,0.8,0.1
TDP2 inh,6,4,2,-13,4,-7,5,5
TCR-CD3 inh,-8,2,7,-6,5,4,0,-1
DDE Tn6 FP inh,-1,-1,-1,-8,2,-2,4,8
UHRF1 binding,-1,-2,-1,4,0,1,2,-2
SIAE primary,6,8,0,-8,5,3,-2,2
MBD2 inh,0,0,-6,5,-7,-3,4,0
DDE Tn7 FP inh,-1,-8,8,1,-2,-4,3,-3

#17 COc1ccc(NC(=O)CCC(=O)N/N=C/c2ccc([N+](=O)[O-])s2)cc1
#18 CC(C)[C@H](NC(N)=O)C(=O)Nc1ccc(OCc2ccccc2)cc1
#19 CN1CCN(CP(=O)(N2CCOCC2)N2CCOCC2)CC1
#20 Cc1ccc(CNc2nc(N)c([N+](=O)[O-])c(Nc3ccc(F)cc3)n2)cc1
#21 CC(C)NC(=O)CSc1nc(-c2cccs2)cc(-c2ccccc2)c1C#N
#22 CCOC(=O)C1=C(CC)OC(N)=C(C#N)C1c1ccc(NC(C)=O)cc1 (stereo unspecified)
#23 COc1ccc(OC)c(S(=O)(=O)N(C)CC(=O)Nc2ccc3c(c2)OCO3)c1
#24 Cc1ccc(C)c(CS(=O)(=O)c2cn(CC(=O)N3CCCCC3)c3ccccc23)c1

Screen / compound no.,17,18,19,20,21,22,23,24
LEDGF integ inh,-2,-4,27*,0,3,-4,0,0
PRMT1 FP inh,3,-2,-2,3,2,2,1,-2
proKLK7 act,-1.5,0.2,-1.0,0.2,-1.6,-1.4,-0.2,0.3
TDP2 inh,0,-12,2,6,10,-2,1,1
TCR-CD3 inh,4,1,2,7,3,4,2,-3
DDE Tn6 FP inh,0,2,7,6,3,0,3,-2
UHRF1 binding,-3,-1,-1,-2,-1,-5,-2,0
SIAE primary,3,-2,3,6,-1,0,0,4
MBD2 inh,-1,-2,-3,-3,-5,-3,-2,3
DDE Tn7 FP inh,10,4,-6,6,-4,0,-3,1

#25 CC(C)CN(C(=O)COC(=O)CCC(=O)c1ccc(Cl)cc1)c1c(N)n(Cc2ccccc2)c(=O)[nH]c1=O
#26 CCCCN(C(=O)Cc1cccs1)c1nnc(-c2cccnc2)s1
#27 CCc1c(C)nc2ncnn2c1Nc1ccc(C(C)=O)cc1
#28 COC(=O)c1cc(C#N)c(Oc2ccc(OC)cc2)nc1C
#29 CC(C)CCN1CCC(CN2C(=S)NC[C@@H]2Cc2ccccc2)CC1
#30 CC(C)c1ccc(S(=O)(=O)N2CCN(C(=O)C3CCCCC3)CC2)cc1
#31 O=C(NCc1ccccn1)c1ccc(Cl)c(S(=O)(=O)NCc2ccccc2)c1
#32 O=C(CCn1c(=S)oc2ccccc21)Nc1cccc(O)c1

Screen / compound no.,25,26,27,28,29,30,31,32
LEDGF integ inh,-7,-3,1,1,5,2,-7,3
PRMT1 FP inh,-1,2,-2,0,-4,-3,4,-2
proKLK7 act,-0.7,0.4,0.1,0.3,-0.2,0.5,-1.2,-0.4
TDP2 inh,-15,-1,-4,-3,-2,-4,7,-29
TCR-CD3 inh,-9,7,6,6,-1,6,-5,-5
DDE Tn6 FP inh,1,3,8,-1,-1,-11,3,5
UHRF1 binding,4,-1,2,1,-2,0,-3,2
SIAE primary,-11,7,2,1,-4,-2,2,-6
MBD2 inh,2,0,3,-7,-1,4,-6,-5
DDE Tn7 FP inh,1,-2,-5,-8,0,-1,4,0

#33 Cc1ccc(Cn2c(C)c3cnn(CC(=O)NCCN4CCOCC4)c(=O)c3c2C)cc1
#34 CCOc1ccc(-n2c(SCC(=O)Nc3ccc(S(=O)(=O)Nc4nccs4)cc3)nnc2-c2ccc(C(C)(C)C)cc2)cc1
#35 CSCCC(Nc1ccc(S(=O)(=O)N2CCOCC2)cc1[N+](=O)[O-])C(=O)OCC(=O)NCC(C)C (stereo unspecified)
#36 COc1cc(/C=N/NC(=O)Cc2csc(C)n2)ccc1OCC(C)C
#37 CCOC(=O)C1=C(N)c2ccccc2CC1C(C)C (stereo unspecified)
#38 COC(=O)c1cn(NC(=O)C2CCC(C(C)(C)C)CC2)c(=O)c2ccccc12 (stereo unspecified)
#39 CS(=O)(=O)C1=NSC2=NC(=O)/C(=C\c3cccn3-c3ccc(Cl)cc3)C(=N)N21
#40 CC(C)C[C@H]1CNC(=S)N1C[C@H]1CCCN1C[C@H](CC(C)C)N1C[C@H](Cc2ccc(O)cc2)N(CCc2ccccc2)C1=S
#41 COCCN(C(=O)CSc1nnc(-c2cccc(F)c2)n1N)c1c(N)n(Cc2ccccc2)c(=O)[nH]c1=O

Screen / compound no.,33,34,35,36,37,38,39,40,41
LEDGF integ inh,4,-2,-2,3,2,0,2,0,2
PRMT1 FP inh,4,4,3,-1,-1,-3,4,-3,-3
proKLK7 act,0.0,-0.3,0.1,0.1,0.1,0.7,0.4,0.2,0.4
TDP2 inh,3,-7,-1,-1,-3,12,-19,-3,23
TCR-CD3 inh,-3,nt,-4,-4,2,-5,4,3,6
DDE Tn6 FP inh,-10,2,2,-4,-2,5,-3,-4,-1
UHRF1 binding,2,0,3,1,-3,-2,-1,-1,-2
SIAE primary,2,-51,2,-4,6,1,-40,-7,-2
MBD2 inh,-5,2,4,-3,-3,-4,2,3,-4
DDE Tn7 FP inh,-4,-2,3,7,-10,-2,-5,-1,-1

Single records, as listed above. Values in the order: LEDGF integ inh	PRMT1 FP inh	proKLK7 act	TDP2 inh	TCR-CD3 inh	DDE Tn6 FP inh	UHRF1 binding	SIAE primary	MBD2 inh	DDE Tn7 FP inh
`COc1cc(/C=N/NC(=O)Cc2csc(C)n2)ccc1OCC(C)C` reads 3	-1	0.1	-1	-4	-4	1	-4	-3	7
`CS(=O)(=O)C1=NSC2=NC(=O)/C(=C\c3cccn3-c3ccc(Cl)cc3)C(=N)N21` reads 2	4	0.4	-19	4	-3	-1	-40	2	-5
`CCOC(=O)C1=C(N)c2ccccc2CC1C(C)C` (stereo unspecified) reads 2	-1	0.1	-3	2	-2	-3	6	-3	-10

Values by screen from the entries so far:
Compounds 33 to 41 in TCR-CD3 inh: -3, nt, -4, -4, 2, -5, 4, 3, 6
Compounds 33 to 41 in LEDGF integ inh: 4, -2, -2, 3, 2, 0, 2, 0, 2
